E-sel TNF inh: blocks E-selectin expression induced by TNF alpha; HUVEC TNFa-induced E-selectin immunofluorescence, high content; inhibition, % at 2 µM; 120,000 compounds, 0.71% hits; AID 1246;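 active means inhibition above the batch mean plus 3 SD, and confirmed as a hit on visual image review, cut at about 43% in these data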;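 further: 0% = TNF-stimulated DMSO wells and 100% = unstimulated control wells; not every result past the cut was called active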
Yeast growth inh: yeast BB579 growth reduction in restrictive medium; inhibition, % at 10 µM; S. cerevisiae BB579 growth, OD615, 48 h; 140,000 compounds, 0.51% hits;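 active means inhibition above a set limit, 3 SD over the mean compound inhibition, cut at about 44% in these data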; further: inactives centre near -24
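System: DeaD yeast strain BB579; buffer or medium: CSMM-D dextrose restrictive medium; technique: OD at 615 nm; schedule: 4 h cell preincubation, 48 h compound exposure, 30 °C humidified; doses: single 10 µM dose; controls: amphotericin B 10 µg/mL, positive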
Phagocytosis inh: macrophage phagocytosis inhibition. J774A.1 macrophage IgG-bead phagocytosis, imaging. inhibition, % at 5 µM. 110,000 compounds, 0.07% hits. AID 1029;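 active means inhibition above the mean of the plate negative controls plus 5 SD, cut at about 13% in these data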;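 further: phagocytic index as fraction of beads internalized from green versus red external bead signal; plate controls were DMSO negative control for no effect and cytochalasin-D positive control for full effect; some results beyond the cut were filed as inactive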
Yeast lifespan up: extends the lifespan of yeast | AID 775 | inhibition of the nicotinamide effect, % at 10 µM | S. cerevisiae growth with nicotinamide, OD615; deaD strain in restrictive glucose medium | 130,000 compounds, 0.68% hits;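 active means inhibition above a set limit, placed 3 SD over the median of all compounds, cut at about 26% in these data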;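 further: 0% = nicotinamide-treated wells and 100% = cells grown without nicotinamide; some compounds called inactive have numbers as strong as hits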
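Assay system: engineered S. cerevisiae DeaD replicative-lifespan strain, galactose-grown log-phase cells; Buffer or medium: CSMM-D glucose medium, restrictive; Probe or stimulus: nicotinamide 1.5 mM; Compound: single dose 10 µM compound, 0.25% DMSO; Schedule: 4 h preincubation then 48 h treatment at 30 °C; Technique: OD615 measurement.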
GALR2 blocker: antagonists of human galanin receptor 2 (GALR2); AID 828; 140,000 compounds, 0.39% hits; O43603; inhibition, % at 4 µM; GALR2-expressing cells, antagonist mode; in the data active means inhibition above about 27%;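 further: cells stimulated with galanin 1-16 at roughly its EC80; 0% = agonist challenge control and 100% = basal control without agonist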
Target sequence (O43603 whole entry, looked up): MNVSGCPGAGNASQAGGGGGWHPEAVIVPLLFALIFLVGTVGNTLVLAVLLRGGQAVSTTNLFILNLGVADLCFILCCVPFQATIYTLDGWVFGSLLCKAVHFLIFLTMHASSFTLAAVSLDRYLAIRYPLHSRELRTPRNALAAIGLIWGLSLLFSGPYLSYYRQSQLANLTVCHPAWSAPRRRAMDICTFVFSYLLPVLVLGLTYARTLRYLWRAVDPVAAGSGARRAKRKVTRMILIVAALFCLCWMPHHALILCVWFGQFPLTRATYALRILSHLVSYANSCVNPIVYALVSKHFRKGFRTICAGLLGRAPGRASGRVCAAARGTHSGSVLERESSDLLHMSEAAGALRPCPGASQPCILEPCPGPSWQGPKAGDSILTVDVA
bCat KO growth: beta-catenin-lacking colon tumor cell growth suppression | HCT116 beta-catenin knockout viability, CellTiter-Glo, 60 h; hits give low values | viability, % at 10 µM | 140,000 compounds, 1.5% hits | AID 818;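 active means viability at or under a set limit, the compound median less 4 SD, cut at about 6% in these data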;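 further: 0% = Hyamine 1622 control at 20 µM and 100% = untreated cell control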
NPY Y2 blocker: NPY-Y2 (human) receptor antagonism; P49146; NPY-Y2 expressing cells, antagonist mode; inhibition, % at 2.7 µM; 140,000 compounds, 0.99% hits; in the data active means inhibition above about 17%;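 further: 0% = vehicle with agonist challenge and 100% = reference antagonist with challenge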
Target sequence (P49146 whole entry, looked up): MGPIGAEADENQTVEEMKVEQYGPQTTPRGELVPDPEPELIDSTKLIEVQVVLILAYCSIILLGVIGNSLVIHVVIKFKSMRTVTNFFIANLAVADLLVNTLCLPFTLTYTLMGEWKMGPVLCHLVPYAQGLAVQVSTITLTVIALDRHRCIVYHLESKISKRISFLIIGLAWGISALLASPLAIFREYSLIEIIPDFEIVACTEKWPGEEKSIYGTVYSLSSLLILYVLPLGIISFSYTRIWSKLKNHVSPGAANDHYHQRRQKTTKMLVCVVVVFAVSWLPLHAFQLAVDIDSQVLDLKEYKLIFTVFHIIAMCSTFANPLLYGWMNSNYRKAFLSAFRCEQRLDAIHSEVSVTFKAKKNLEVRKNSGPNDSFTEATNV
MRP-1 activ: activators of MRP-1; H69AR cells + doxorubicin, viability rescue, CellTiter-Glo; viability increase, % at 10 µM; 140,000 compounds, 0.61% hits;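 active means viability gain under doxorubicin at or above a set limit, the compound median plus 3 SD, cut at about 4.7% in these data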;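 further: MRP-1 overexpressing cells given doxorubicin 25 µM after compound pretreatment; 18-22 h compound pretreatment then 72 h with doxorubicin before readout; 0% = doxorubicin-only wells and 100% = vehicle-treated cells without doxorubicin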
PTEN del growth: growth suppressors of cells with PTEN tumor suppressor deletion; HCT116 PTEN-null viability, CellTiter-Glo, 60 h; hits give low values; 140,000 compounds, 1.2% hits; viability, % at 10 µM;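 active means viability at or below a set limit, 4 SD under the median of all tested compounds, cut at about 3.7% in these data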;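 further: PTEN knockout HCT116 line with beta catenin targeted HCT116 as companion control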
Measles CPE: protection of cells from measles virus; Measles virus-infected cells, CPE protection, absorbance; protection (pct of control), % at 4 µM; 140,000 compounds, 1.5% hits; AID 841; in the data active means protection mostly above about 24%, no sharp cut-off; inactive means mostly below about 26%; further: some compounds called inactive have numbers as strong as hits
* = called active by the depositor; . = no result given.

SMILES	E-sel TNF inh	Yeast growth inh	Phagocytosis inh	Yeast lifespan up	GALR2 blocker	bCat KO growth	NPY Y2 blocker	MRP-1 activ	PTEN del growth	Measles CPE
Cc1ccccc1NCC(=O)c1ccc(Br)cc1	1.9	-17.6	.	-7.2	-4.5	96.8	1.7	-1.7	98.2	5.3
CN(CC(=O)Nc1cccc2c1CCCC2)S(=O)(=O)c1ccc(Br)cc1	-61.0	-15.0	0.8	-14.3	0.4	103.4	3.2	-3.9	94.8	4.2
Cc1cc(C)c(C)c(OCc2nc(-c3cccnc3)no2)c1	28.4	-5.5	2.2	-5.9	-13.7	92.1	7.2	-2.2	100.2	9.2
COC(=O)C1=C(C)NC(=O)NC1c1cccc(OC)c1OCc1ccccc1 (stereo unspecified)	-29.9	-24.3	-0.7	-7.9	-4.8	98.8	9.4	0.0	106.2	12.7
O=C(NC1CCCCCC1)c1cc2n(n1)C(C(F)(F)F)CC(c1ccco1)N2 (stereo unspecified)	-18.1	-30.8	0.7	0.0	-11.8	96.2	-0.7	-2.4	85.7	15.6
N#CC1=C(S)N(c2ccccc2)C2(CCCCC2)NC1=O	-6.5	17.4	-0.7	3.4	6.2	72.3	2.0	-3.7	93.8	15.1
CC(C)(C)c1cc(CCC(=O)NNC(=S)NC(=O)c2ccccc2)cc(C(C)(C)C)c1O	9.4	23.4	-4.8	6.3	-5.3	20.9	1.0	-4.9	16.5	2.4
COC(=O)c1ccc(NC(=O)C(C)Oc2ccccc2)cc1 (stereo unspecified)	8.0	-18.1	-1.2	-16.1	-3.1	92.3	1.2	0.3	107.6	14.2
CCOC(=O)c1c(CC(C)C)csc1NC(=O)COC(=O)c1cc(OC)c(OC)cc1[N+](=O)[O-]	.	-29.9	-3.6	2.2	0.0	67.8	3.8	3.2	65.2	26.8
CC(C)Oc1cccc(-c2cc(C(=O)NC(=S)N(C)c3ccccc3C(=O)O)c3ccccc3n2)c1	-8.2	-1.0	-3.8	-0.8	2.1	92.5	3.6	0.4	99.6	20.8
N=C1c2ccccc2CN1NC(=O)c1cccc(S(=O)(=O)N2CCCCC2)c1	.	-15.7	-8.6	12.2	0.4	95.7	0.0	-0.5	92.2	3.6
CC(=O)c1sc2nc(-c3cccs3)ccc2c1N	-28.6	7.3	-0.5	-4.6	-9.4	88.7	5.2	-3.6	87.0	28.2
Cc1ccc(NC(=O)c2ccc3c(c2)OCCO3)cc1	21.1	-25.2	.	-17.1	6.6	63.0	0.4	2.7	68.9	6.5
O=C(O)CSc1nc2c(c(=O)[nH]1)CCCC2	-14.2	-39.9	-3.1	-7.7	-9.3	106.5	4.9	-1.7	102.4	16.7
Cc1cc(C)c(N2C(=NC(=O)CCCC(=O)O)SC3CS(=O)(=O)CC32)c(C)c1 (stereo unspecified)	0.3	1.4	-0.2	-12.0	5.5	92.7	3.8	1.2	92.9	9.1

A section from further up, as a working copy:
SMILES	E-sel TNF inh	Yeast growth inh	Phagocytosis inh	Yeast lifespan up	GALR2 blocker	bCat KO growth	NPY Y2 blocker	MRP-1 activ	PTEN del growth	Measles CPE
Cc1ccccc1NCC(=O)c1ccc(Br)cc1	1.9	-17.6	.	-7.2	-4.5	96.8	1.7	-1.7	98.2	5.3
CN(CC(=O)Nc1cccc2c1CCCC2)S(=O)(=O)c1ccc(Br)cc1	-61.0	-15.0	0.8	-14.3	0.4	103.4	3.2	-3.9	94.8	4.2
Cc1cc(C)c(C)c(OCc2nc(-c3cccnc3)no2)c1	28.4	-5.5	2.2	-5.9	-13.7	92.1	7.2	-2.2	100.2	9.2
COC(=O)C1=C(C)NC(=O)NC1c1cccc(OC)c1OCc1ccccc1 (stereo unspecified)	-29.9	-24.3	-0.7	-7.9	-4.8	98.8	9.4	0.0	106.2	12.7
O=C(NC1CCCCCC1)c1cc2n(n1)C(C(F)(F)F)CC(c1ccco1)N2 (stereo unspecified)	-18.1	-30.8	0.7	0.0	-11.8	96.2	-0.7	-2.4	85.7	15.6
N#CC1=C(S)N(c2ccccc2)C2(CCCCC2)NC1=O	-6.5	17.4	-0.7	3.4	6.2	72.3	2.0	-3.7	93.8	15.1
CC(C)(C)c1cc(CCC(=O)NNC(=S)NC(=O)c2ccccc2)cc(C(C)(C)C)c1O	9.4	23.4	-4.8	6.3	-5.3	20.9	1.0	-4.9	16.5	2.4
COC(=O)c1ccc(NC(=O)C(C)Oc2ccccc2)cc1 (stereo unspecified)	8.0	-18.1	-1.2	-16.1	-3.1	92.3	1.2	0.3	107.6	14.2

More results follow:
SMILES	E-sel TNF inh	Yeast growth inh	Phagocytosis inh	Yeast lifespan up	GALR2 blocker	bCat KO growth	NPY Y2 blocker	MRP-1 activ	PTEN del growth	Measles CPE
O=S(NCc1ccccc1)C12CC3CC(CC(C3)C1)C2 (stereo unspecified)	0.1	-14.2	9.8	-9.6	-12.0	106.8	-0.2	-1.2	93.6	1.4
COc1ccc(C2CC(c3ccccc3Cl)Nc3ncnn32)cc1OC (stereo unspecified)	18.6	-27.7	-0.1	-3.6	-4.9	98.6	-0.1	-1.2	88.1	7.3
C#Cc1ccc(C(=O)Nc2cc(C(N)=O)ccc2N2CCOCC2)cc1	.	-45.9	0.5	-23.3	-4.5	100.9	6.3	-1.4	95.3	3.0
CCc1nc2ccccc2c(C(=O)OCC(=O)NCc2ccc3c(c2)OCO3)c1C	.	-21.5	-4.3	-2.5	-3.5	95.2	8.1	-2.3	84.2	19.6
COc1ccc(N(CN2C(=O)c3ccccc3C2=O)C(=O)C(C)C)cc1	38.0	-44.4	0.2	25.3	-1.7	91.7	-0.1	-0.2	96.2	8.0
Cc1cc(C)cc(OCc2ccc(C(=O)O)o2)c1	5.5	-74.4	.	-7.2	-4.0	87.5	5.4	-0.7	99.2	12.3
O=C(NC1CCCCCCC1)NC1CCCCC1	27.6	-16.1	.	-1.6	15.7	78.3	0.2	1.4	84.8	6.0
Cc1cc(C)nc(SC2CCCCC2NS(=O)(=O)c2ccc(Cl)cc2)n1 (stereo unspecified)	.	-31.6	-9.6	0.2	-14.2	86.8	1.3	-1.4	83.4	24.5
O=C(CSc1nnnn1-c1ccccc1)Nc1ncc(Cc2cccc(Cl)c2Cl)s1	.	-24.3	-0.8	-3.3	-11.8	86.7	3.7	-1.4	98.4	13.6
CCOC(=O)C1C(=O)NC(c2ccccc2)=NC1c1ccc(F)cc1 (stereo unspecified)	10.0	-55.6	.	33.4	-8.6	89.5	1.3	-1.8	99.0	41.0
Cc1ccc(Nc2nc(CSc3nnnn3-c3ccccc3)cc(=O)[nH]2)cc1	14.6	-25.8	-0.7	-1.5	-7.9	71.7	0.5	-1.7	69.0	15.6
CCN(CC)c1nc2ccccc2n2cnnc12	3.6	-16.4	1.1	-12.2	-9.0	111.1	3.8	-0.3	88.4	21.3
COC(=O)Cn1c(CCS(=O)(=O)c2ccc(Cl)cc2)nc2ccccc21	7.3	-39.1	2.0	-12.5	-0.7	94.0	2.7	-2.9	100.1	17.3
Cc1ccc(C(=O)/C=C/c2cn(CN3CCN(C)CC3)c3ccccc23)cc1	-13.6	72.7*	0.4	-14.4	15.6	69.8	-0.5	-5.0	72.2	0.5
COc1ccccc1N1CCN(C(=O)C(C)N(c2ccccc2)S(C)(=O)=O)CC1 (stereo unspecified)	11.1	-9.7	-0.6	-22.9	8.9	101.2	2.7	-0.2	99.0	5.2
COc1cc(C(=O)N2CCN(C/C=C/c3ccccc3)CC2)cc(OC)c1OC	-1.0	-3.8	.	.	2.1	90.9	2.2	-4.6	101.3	8.1
CSCCC(NS(=O)(=O)c1ccc(Cl)cc1)C(=O)OCC(=O)NC1CCCCC1 (stereo unspecified)	29.9	-16.9	-0.9	-3.5	-5.5	83.9	3.0	-2.2	88.3	18.0
Cc1ccc(SCCC(=O)Nc2c(C)n(C)n(-c3ccccc3)c2=O)cc1	1.7	-0.6	0.0	0.1	-1.1	89.3	3.8	-0.4	92.9	3.3
CCNC(=O)COc1cccc2ccccc12	8.4	-35.3	.	-13.3	-3.5	87.9	3.8	-0.7	88.1	7.3
Nn1c(SCc2nc3ccccc3[nH]2)nnc1C1CCCCC1	-11.3	10.8	-0.1	-4.0	1.1	82.0	-0.6	-1.3	77.2	8.3
Cc1cc(C)nc(NS(=O)(=O)c2ccc(NC(=O)CCCN3C(=O)c4ccccc4C3=O)cc2)n1	-23.3	-16.3	-0.3	.	11.1	100.2	-0.1	-2.3	96.5	22.7
CC1CCCCN1C(=S)Nc1ccc(OC(F)F)cc1 (stereo unspecified)	.	0.9	.	3.5	2.0	92.1	2.5	0.7	95.3	.
CCOC(=O)c1cnc(-n2nc(C)cc2C)nc1Nc1ccc(C)cc1	-19.0	-47.7	0.1	0.5	-7.0	58.2	2.9	0.7	70.8	10.0
O=C(Nc1ccc2c(c1)OCO2)C1CC(c2c(F)cccc2Cl)=NO1 (stereo unspecified)	10.7	-21.9	1.3	-14.7	-4.2	87.6	0.3	-1.2	79.9	2.9
Cc1cc(C)cc(N(C(C)C(=O)N2CCCCC2)S(C)(=O)=O)c1 (stereo unspecified)	12.7	-26.1	0.4	-5.5	2.1	88.5	-0.5	-3.7	91.9	22.6
CCCCN(CC)C(=O)CN1C(=O)c2ccccc2C1=O	-0.7	-26.1	-0.1	-4.3	-5.3	106.6	5.3	-1.4	107.4	4.5
Cc1ccnc(NS(=O)(=O)c2ccc(N3C(=O)c4ccccc4C3=O)cc2)n1	5.6	6.3	-4.9	-1.3	7.7	96.0	3.6	2.1	97.8	12.3
CN(Cc1nc2ccccc2n1C)S(=O)(=O)c1ccc(Cl)cc1	12.5	-59.4	0.2	0.8	-3.2	90.2	4.5	-1.1	101.8	2.5
CCCCNC(=O)CC1N=C2c3ccccc3N=C(SCC(=O)Nc3ccccc3C)N2C1=O (stereo unspecified)	1.9	-22.5	.	-3.1	-12.1	94.3	3.1	-2.9	93.1	11.2
O=[N+]([O-])c1cc(-c2nc(-c3ccncc3)no2)ccc1Cl	.	-8.2	-6.2	-9.4	6.6	2.8*	0.4	0.1	2.3*	8.4
COc1cc(/C=N/Nc2cccc(C)c2)ccc1OC(=O)c1ccco1	.	-35.2	-4.2	-5.4	22.0	86.8	0.9	1.8	74.2	.
CCCSc1nc2c(cnn2-c2ccccc2)c(=O)[nH]1	3.1	2.9	1.8	-7.3	7.9	106.9	6.2	0.8	102.8	12.6
COc1cc(-c2nnc3n2N=C(c2ccccc2)CS3)cc(OC)c1OC	-49.6	-10.5	1.7	-11.5	-6.8	13.3	11.1	-2.0	10.2	4.6

Source: PubChem BioAssay (several laboratories)
